A549 tox – Nrf2 qHTS screen for inhibitors: counterscreen for cytotoxicity. Potency, µM (doses to about 46 µM), for the others: top-dose activity change, negative = cytotoxicity, most hits filed as inhibitors. actives 0.16% (n = 390,000). A549 ARE-Fluc cells, CellTiter-Fluor viability, 18-24 h. AID 504648, 2011; also: potency is read from the fitted curve at half-maximal effect; % is scaled to controls: 0 for no effect and ±100 for the full control effect
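Cytotoxicity counterscreen: CellTiter-Fluor fluorescence was measured in A549 ARE_Fluc cells after 18-24 h of compound exposure in a concentration series. The subsequent BugLite luminescent read reports ARE-luciferase activity.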
HepG2 viability – qHTS for Inhibitors of TGF-b: Cytotox Counterscreen; HepG2 CAGA-GFP viability, ATP luminescence, 18 h; Potency, µM (series often up to 46.1 µM), without a hit: at the highest dose activity change, negative = cytotoxicity, actives largely listed as cytotoxic; actives 0.76% (n = 410,000); AID 588856, 2011; also: potency is read from the fitted curve at half-maximal effect; some results filed as inactive show a strong effect at the top dose
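HepG2 CAGA-GFP cells (1000/well, DMEM with 1% FBS) received compound, then TGF-beta at 500 pg/mL final, and were incubated 18 hours at 37 degrees C. Viability was read by CellTiter-Glo luminescence. Media-only wells were set as complete cell-killing and DMSO as no toxicity.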
ATXN viability – Viability Counterscreen for Primary qHTS for Inhibitors of ATXN expression; S2 cells (HEK-293 line with an ATXN2-luciferase reporter) viability, CellTiter-Fluor protease fluorescence, 24 h; Potency, µM (highest dose often 56.7 µM), most hits filed as cytotoxic; actives 0.49% (n = 400,000); also: potency is read from the fitted curve at half-maximal effect; nearly all actives have a fitted effect of over 40% in size
MmCpn inh – Inhibitors of TCP-1 ring complex (TRiC) of Methanococcus maripaludis (MmCpn): qHTS; purified Mm-Cpn ATPase, ADP Transcreener TR-FRET; Potency, µM (top dose mostly 76.9 µM), inactives show top-dose activity, negative = inhibition, actives largely listed as inhibitors; actives 0.031% (n = 330,000); also: potency is read from the fitted curve at half-maximal effect; % is scaled to controls: 0 for no effect and ±100 for the full control effect; nearly all actives have a fitted effect of over 80% in size
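Eu-cryptate anti-ADP/ADP-d2 competition gives a ratio inversely related to ADP. Enzyme at 25 nM was pre-exposed to compound for 10 min, then given 10 uM ATP for 30 min, 37°C throughout.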
Nrf2 block – Nrf2 qHTS screen for inhibitors | Potency, µM (titrated, usually from 46 µM), inactives show top-dose activity change, negative = inhibition, most hits filed as inhibitors | A549 ARE-Fluc reporter, luciferase luminescence, 18-24 h | actives 2.1% (n = 360,000); also: potency is read from the fitted curve at half-maximal effect; % is scaled to controls: 0 for no effect and ±100 for the full control effect; nearly all actives have a fitted effect of over 60% in size
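Concentration-response testing used A549 ARE_Fluc cells at 5000 cells/well. Following an 18-24 h compound incubation, viability was read by fluorescence (Ex 405/Em 525) and luciferase output by luminescence.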
Akt phos inh – HTS Assay for Inhibitors of Akt Phophorylation: Primary Screen; Neuro2A IGF-stimulated pAkt S473 HTRF, 20 min; active compounds read low; activity change, % for hits at 50 µM; actives 0.32% (n = 360,000); AID 651550, 2012; in the data active = activity change below about -80%; inconclusive = mostly about -51% to -80%; also: % is scaled to controls: 0 for no effect and ±100 for the full control effect
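Neuro2A cells in DMEM with 0.5% FBS, overnight at 37 deg C, given compound at single 50 µM final, then IGF (6 nM final) for 20 min at 37 deg C. Lysed; phospho-Akt Ser473 by HTRF after 24 h, 665/615 ratio.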
Nrf2 activator – qHTS of Nrf2 Activators; AREc32 ARE-luciferase reporter (MCF7-derived line), luminescence, 24 h; Potency, µM (series often up to 46.1 µM), for the others: at the highest dose activation, most hits filed as activators; actives 0.31% (n = 410,000); also: potency is read from the fitted curve at half-maximal effect; % of control where 0% means no effect; nearly all actives have a fitted effect of over 65% in size
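ARE activation measured as luciferase luminescence (Steady-Glo, 30 min RT) in AREc32_Fluc cells after 24 hr compound exposure at 37 deg C, 5% CO2; cells seeded overnight at 1000/well in OPTI-MEM, 5% FBS.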
TGFb inhibitor – qHTS for Inhibitors of TGF-b; Potency, µM (highest dose often 46.1 µM), inactives show top-dose activity, negative = inhibition, actives largely listed as inhibitors; HepG2 CAGA-GFP TGF-b/SMAD3 reporter, GFP fluorescence, 18 h; TGF-beta stimulated, 500 pg/mL final; AID 588855, 2011; actives 1.2% (n = 410,000); also: potency is read from the fitted curve at half-maximal effect; % is scaled to controls: 0 for no effect and ±100 for the full control effect; nearly all actives have a fitted effect of over 65% in size
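GFP signal (ex488/em500-530) from TGF-beta-stimulated HEPG2 CAGA-GFP cells, 500 pg/mL final, 18 h at 37 degrees C in DMEM plus 1% FBS, normalized to unstimulated and DMSO-stimulated controls.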
CCT modulator – High-Throughput Screening for Modulators of Cytosolic Chaperonin Activity; actives 0.3% (n = 360,000); activity change, % (no concentration beside the values), hits read low; purified chaperonin ATPase assay, HTRF ADP detection, 30 min; in the data active = activity change below about -30%; also: % is scaled to controls: 0 for no effect and ±100 for the full control effect
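Enzyme 40 or 20 nM (batch-dependent) in Tris pH 7.4/KCl/MgCl2/DTT; cpd 76 uM single point; ATP 10 uM; 30 min 37 °C; Transcreener ADP HTRF detection, 30 min RT; ratio 665/615.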
Numbers without * were called inactive; i = inactive; ? = inconclusive; / = no result given; & = joins results of further samples; [ ] = remark or other dose. Unless noted, calls follow the shape of the dose curve; as a rule, active = well fitted curve in the direction sought with a large enough effect; inconclusive = small, poorly fitted or top-dose-only effect, or another doubt; inactive = no such curve, though single readings can be large; an effect the other way counts as inactive or inconclusive. This is a subset; the hit share may differ from the screen's.

Each structure is followed by: TGFb inhibitor	MmCpn inh	Nrf2 block	Akt phos inh	A549 tox	CCT modulator	Nrf2 activator	ATXN viability	HepG2 viability
1: N#Cc1ccccc1Cn1cc(C(=O)C2CC2)c2ccccc21
    -8%	-2%	?	i	-9%	0.7	0.4%	i	-34%
2: COc1cc(C(c2c(C)[nH]n(-c3ccccc3)c2=O)c2c(C)[nH]n(-c3ccccc3)c2=O)cc(OC)c1OC
    ?	-6%	?	i	-22%	1.0	12%	i	-22%
3: NC(=S)/N=C/c1c(O)[nH]c(=O)[nH]c1=O
    -20%	-1%	15%	i	16%	-1.7	-0.5%	i	-3%
4: c1ccc(-c2nc(N3CCOCC3)s[n+]2-c2ccccc2)cc1
    -7%	?	?	i	20%	-1.2	5.3%	i	-13%
5: CN(C)C1CCc2[nH]c3c(F)cc(F)cc3c2C1 (configuration not stated)
    3%	/	/	i	/	0.5	0.5%	i	-78%
6: COc1cccc(-n2c(/C=C\c3ccc(Cl)cc3)nc3ccccc3c2=O)c1
    -13%	/	4%	/	2%	/	-1.0%	/	-11%
7: CC(=O)OC12COC1CC(O)C1(C)C(=O)C(O)C3=C(C)C(O)CC(O)(C(OC(=O)c4ccccc4)C21)C3(C)C (configuration not stated)
    ?	/	11%	i	?	-0.8	-0.5%	i	6%
8: CCN1CC=C(c2c[nH]c3ccccc23)CC1
    ?	0%	1.3µM*	i	?	-0.6	0.5%	?	-8%
9: NS(=O)(=O)c1ccc(N=Cc2c(O)n(C3CCCCC3)c(=O)n(C3CCCCC3)c2=O)cc1
    16µM*	-2%	?	i	?	-8.2	-0.1%	/	-111%
10: CC(C)(C)C(=O)O[C@H]1CC[C@@]2(C)C(=CC(=O)C3C2CC[C@]2(C)C(=O)[C@H](O)CC32)C1 (some centres not stated)
    15%	-3%	-8%	i	-1%	-2.5	3.8%	i	0%
11: Cc1ccc(OCC(=O)N2CCN(Cc3ccc4c(c3)OCO4)CC2)cc1
    ?	-1%	-12%	i	2%	-1.6	2.0%	i	-30%
12: O=C(O)C1Cc2ccccc2N2CCCC12 (configuration not stated)
    6%	-9%	27%	i	0%	2.9	-1.2%	i	10%
13: Cn1c(=O)oc2cc(S(=O)(=O)N3CCC(C(=O)N4CCN(c5ccc(F)cc5)CC4)CC3)ccc21
    -3%	-1%	21%	/	-6%	-1.8	0.3%	i	-3%
14: COc1ccccc1C1=NCc2nnc(CSC)n2-c2ccc(Cl)cc21
    0%	/	?	i	-5%	0.5	2.9%	i	7%
15: CNC(=O)Oc1cccc2c1OC(C)(C)O2
    0%	/	5%	i	-5%	-1.3	0.4%	i	-41%
16: ClC(Cl)=C(c1ccc(Cl)cc1)c1ccc(Cl)cc1
    4%	1%	9%	i	-2%	-10	-0.8%	i	-11%
17: COc1ccc(C2=NCC(=S)Nc3ccc(Cl)cc32)cc1OC
    -18%	/	-12%	i	-14%	0.3	-0.3%	i	18%
18: c1ccc(Nc2ccc(Nc3ccccc3)cc2)cc1
    1%	-2%	-14%	/	2%	-0.1	5.6%	i	-15%
19: CCOc1ccc(-c2c(C)n(-c3ccc(OCC)cc3)c3[n+]2CCCCC3)cc1
    1µM*	1%	2.6µM*	i	-1%	-1.6	7.0%	i	-18%
20: COc1cc(Cn2c(N)c(C(=O)NCc3ccco3)c3nc4ccccc4nc32)cc(OC)c1OC
    ?	-7%	-29%	i	-28%	-0.5	7.7%	i	18µM*
21: O=C(c1cccnc1)N1Cc2ccccc2-n2nncc2C1
    -9%	/	/	i	/	1.0	-0.6%	i	1%
22: CCOC(=O)/C(CCCN(CC)CC)=N\O
    25%	3%	/	i	4%	0.7	0.6%	?	30%
23: CC(C)c1ccc(Cc2cn3cc(-c4cc5ccccc5oc4=O)nc3s2)cc1
    -14%	/	?	/	-8%	/	0.1%	?	1%
24: CCCCc1nc2ccccc2c(=O)n1-c1ccccc1[N+](=O)[O-]
    -9%	-3%	2%	i	-11%	1.4	0.4%	?	-32%
25: CNC(=O)OCCc1n(C)cc[n+]1C
    10%	0%	7%	i	0%	0.7	-0.2%	i	-1%
26: C=Cn1c(P(=S)(N2CCOCC2)N2CCOCC2)cc2c1CCCC2
    -4%	-12%	-35%	i	0%	2.7	-0.5%	i	-1%
27: CC1=C(N2CC2)C(=O)C(CO)=C(N2CC2)C1=O
    0.32µM*	/	0.52µM*	i	9.2µM*	-2.0	-2.6%	2.7µM*	-110%
28: NC(Cc1ccc(F)cc1)c1csc(Nc2cnccn2)n1 (configuration not stated)
    2%	/	/	i	/	-1.2	4.1%	i	-34%
29: O=C(O)c1cc(Oc2ccc(C(F)(F)F)cc2Cl)ccc1[N+](=O)[O-]
    3%	/	3%	i	-5%	-1.4	0.6%	i	4%
30: COC(=O)C1=C(c2cccc(C#N)c2)C[C@@H]2CC[C@H]1N2C(=O)NCc1cccc2ccccc12
    14%	4%	-22%	i	-5%	-0.1	0.8%	?	7%
31: COc1cccc(C2(O)CCN(CC(=O)Nc3nc(C)cs3)CC2)c1
    -13%	-16%	-2%	i	7%	-0.6	-0.1%	i	-12%
32: CCCCc1ccc(NC(=O)c2cccn(Cc3ccc(Cl)cc3)c2=O)cc1
    ?	/	/	/	1%	/	0.7%	i	-6%
33: COP(=S)(OC)Oc1ccc(SC)c(C)c1
    8%	/	-1%	i	16%	-1.2	-0.8%	?	-13%
34: COc1ccc(CCNC(=O)c2c(N)n(CCN3CCOCC3)c3nc4ccccc4nc23)cc1OC
    ?	0%	?	i	-23%	-2.9	-0.5%	i	-49%
35: CN1CC[C@]23c4c5ccc(O)c4OC2[C@H](O)C=CC3[C@H]1C5 (some centres not stated)
    -2%	2%	10%	/	7%	-2.0	2.9%	i	0%
36: COc1ccccc1CN1CCN(C(=O)COc2cccc(C)c2)CC1
    -1%&-21%	2%	?	i	7%&2%	-2.3	-0.8%&4.5%	i	-13%&-27%
37: Cc1ccsc1-c1nc(CSCC(=O)N2CCC3(CC2)OCCO3)c(C)o1
    0%	-6%	-18%	i	-1%	0.7	-0.1%	i	-27%
38: CCN(CC)c1ccc(/C=C2\C(=O)NC(=S)N(c3ccc(OC)cc3OC)C2=O)o1
    48%[activator]	/	-20%	i	13µM*	-0.6	5.0%	?	8%
39: O=C(Nc1ccc(OC(=O)N2CCCC2)cc1)N1CCOCC1
    2%	0%	5%	i	3%	1.3	-0.3%	i	1%
40: CC(C)c1cccc(C(C)C)c1O
    8%	/	6%	i	-6%	-1.8	-0.7%	i	0%
41: O=C(CN1C2CCC1CC(O)(c1cccnc1)C2)Nc1ccc2c(c1)OCO2 (configuration not stated)
    1%	-1%	-12%	i	-8%	-2.8	0.1%	i	-33%
42: Cc1nccn1Cc1ccc(Cl)nc1
    4%	2%	8%	i	5%	-11	2.2%	i	3%
43: Cc1ccc2c(c1)C(c1ccccc1)=NCC(=O)N2C
    43%[activator]	/	9.2µM*	i	-3%	0.9	2.7%	?	-40%
44: CC1CCCC(NC(=O)CNC(=S)N2CC3CC(C2)c2cccc(=O)n2C3)C1C (configuration not stated)
    17%	1%	-2%	i	2%	0.6	-0.6%	i	4%
45: C/C(=N\N1CCCCCC1)c1c(O)n(C2CCCCC2)c(=O)[nH]c1=O
    ?	2%	-9%	i	-3%	-1.4	3.3%	?	-10%
46: CC(=O)c1ccc(NC(=O)c2sc3nc4c(cc3c2N)N2CCC4CC2)cc1
    1%	/	?	/	-11%	/	3.9%	?	-40%
47: CCOP(=O)(OCC)C(NC(=O)c1ccc(Cl)cc1)=C(Cl)Cl
    5%	1%	-14%	i	-5%	-2.1	0.1%	i	-1%
48: CCS(=O)(=O)NC(C)c1nnc2n1-c1ccc(Br)cc1C(c1ccccc1Cl)=NC2 (configuration not stated)
    -7%	/	5%	i	12%	-1.5	0.8%	i	-9%
49: CC(=Nc1ccccc1N)c1c(O)n(C)c(=O)[nH]c1=O
    -11%	0%	0%	i	-19%	-1.1	7.6%	i	1%
50: CCCCN1C(=O)C(C2c3ccccc3C(=O)N2Cc2ccccc2)C(=O)NC1=S (configuration not stated)
    0%	-1%	14%	i	0%	-0.9	-0.5%	i	-31%
51: Cc1ccc(C(=O)c2cc(Br)ccc2N)cc1
    -21%	-1%	5%	i	-7%	-0.6	-0.4%	i	-32%

Compound profiles (already shown).
Listed for COc1cccc(C2(O)CCN(CC(=O)Nc3nc(C)cs3)CC2)c1 → TGFb inhibitor: -13%; MmCpn inh: -16%; Nrf2 block: -2%; Akt phos inh: i; A549 tox: 7%; CCT modulator: -0.6; Nrf2 activator: -0.1%; ATXN viability: i; HepG2 viability: -12%
Listed for CC1CCCC(NC(=O)CNC(=S)N2CC3CC(C2)c2cccc(=O)n2C3)C1C (configuration not stated) → TGFb inhibitor: 17%; MmCpn inh: 1%; Nrf2 block: -2%; Akt phos inh: i; A549 tox: 2%; CCT modulator: 0.6; Nrf2 activator: -0.6%; ATXN viability: i; HepG2 viability: 4%
